Screening results from PubChem.
HDAC3 inh – HDAC3 deacetylase inhibitors, primary screen, biochemical, fluorescence, cell-free homogeneous. recombinant HDAC3, fluorogenic peptide/trypsin coupled. actives 0.15% (n = 320,000). inhibition, % at 8.3 µM; in the data active = inhibition above about 26%, passing the limit was not always enough; inconclusive = no clear call, values can overlap the other calls
KCNK9 inh – KCNK9 potassium channel inhibitors, primary screen, HEK293 cells, thallium flux. Potassium channel subfamily K member 9 (Homo sapiens), Q9NPC2. B-score at 10 µM. FluxOR thallium flux fluorescence; active compounds read low. AID 488922, 2010. actives 1.2% (n = 310,000);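 active = ratio B-score over 3 SD below the library mean, with starting fluorescence within 5 SD of its mean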;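 note: negative B-score means less thallium flux so channel inhibition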
GSK3A inh – blockers of GSK3A enzyme activity – biochemical, luminescence, cell-free homogeneous, HTS, primary screen. Glycogen synthase kinase-3 alpha (Homo sapiens), P49840. GSK-3 alpha kinase, ADP-Glo luminescence, 60 min. inhibition, % at 10 µM. actives 0.1% (n = 320,000). AID 2650, 2010;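 in the data active = inhibition above about 50%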;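 note: GST-tagged GSK-3 alpha with peptide substrate and 25 µM ATP; 0% = DMSO neutral wells and 100% = GW8510 positive control wells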
Dyrk1A ADPGlo – rat Dyrk1A kinase inhibitors, primary screen, biochemical, single point, plate reader. ADP-Glo luminescence, NFATc1 peptide. inhibition, % at 12.5 µM. Dual specificity tyrosine-phosphorylation-regulated kinase 1A (Rattus norvegicus), Q63470. actives 0.43% (n = 310,000). AID 504441, 2011; in the data active = inhibition above about 50%;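 note: plate controls were vehicle with enzyme for no effect and no enzyme for full effect; many of its hits are not listed in these tables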
GSK3B inh – human GSK3beta kinase inhibitors, primary screen, biochemical, cell-free homogeneous, HTS | Glycogen synthase kinase-3 beta (Homo sapiens), P49841 | GST-GSK3beta kinase, ADP-Glo luminescence, 60 min; active compounds read low | activity score (negative = inhibition), % at 10 µM | actives 0.038% (n = 300,000);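 active = more than half of replicate wells score below -50%, meaning over 50% inhibition versus plate controls; inconclusive = some replicates but at most half score below -50%; inactive = no replicate scores below -50%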;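 note: 0% = median DMSO wells and -100% = median GW8510 positive control wells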
Target sequence (P49841 whole entry, looked up): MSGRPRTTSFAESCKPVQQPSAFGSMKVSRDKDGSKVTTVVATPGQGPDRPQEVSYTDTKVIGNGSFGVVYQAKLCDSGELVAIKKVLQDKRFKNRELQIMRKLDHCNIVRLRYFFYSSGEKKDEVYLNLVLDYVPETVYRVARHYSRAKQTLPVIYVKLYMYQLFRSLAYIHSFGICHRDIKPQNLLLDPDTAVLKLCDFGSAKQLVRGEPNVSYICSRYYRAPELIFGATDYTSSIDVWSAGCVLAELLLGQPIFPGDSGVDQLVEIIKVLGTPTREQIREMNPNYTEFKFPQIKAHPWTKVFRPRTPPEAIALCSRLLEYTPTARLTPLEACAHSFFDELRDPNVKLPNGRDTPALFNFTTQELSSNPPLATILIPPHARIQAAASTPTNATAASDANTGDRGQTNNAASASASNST
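Assay system: GST-fused GSK3beta enzyme, cell-free / Medium: Tris pH 7.5 buffer with MgCl2, DTT, BSA, heparin / Also added: peptide substrate plus 25 µM ATP (final) / Compound: 10 µM single point / Timing: kinase reaction with compound 60 min at room temperature / Detection: ADP-Glo luminescence / Benchmarks: DMSO neutral wells and GW8510 at 20 µM as positive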
KCNQ1 inh – inhibitors of human KCNQ1 channel, primary screen, cell-based, thallium flux, high-throughput | CHO-K1 KCNQ1, FluxOR thallium flux fluorescence; active compounds read high | B-score at 10 µM | actives 1.3% (n = 310,000) | AID 2642, 2010;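 active = compounds whose thallium flux B-score, printed positive for inhibition, exceeds three library SD while starting fluorescence stays within three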;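 note: channel opened by potassium depolarization with thallium stimulus after 20 min compound exposure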
hERG protect – hERG rescue from dofetilide block, primary screen, cell-based, CHO-hERG, FluxOR thallium flux, dofetilide IC70; Voltage-gated inwardly rectifying potassium channel KCNH2 (Homo sapiens), Q12809; actives 0.51% (n = 310,000); dofetilide IC70 present; AID 1511, 2009; activation (rescue from dofetilide block), less the hit threshold, % at 10 µM;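 active = activation above the mean of controls blocked by dofetilide plus 5 SD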;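 note: thallium influx through hERG after potassium depolarization seen as dye fluorescence rise; in these data hits start at about 4.7%; inactives centre near -7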
KCNQ1 pot – potentiators or activators of KCNQ1 channel, primary screen, cell-based, thallium flux, high-throughput; CHO-K1 KCNQ1, thallium flux FluxOR fluorescence; active compounds read high; B-score at 10 µM; Potassium voltage-gated channel subfamily KQT member 1 (Homo sapiens), P51787; actives 0.35% (n = 310,000);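 active = fluorescence ratio B-score, a plate-corrected score, at least three library SD, with initial intensity B-score within 5 SD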
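Assay system: CHO-K1 cells stably expressing KCNQ1. Medium: assay buffer for compound exposure, DMSO matched across wells. Timing: 37 °C overnight plating, 90-min dark dye load, 20-min compound pretreatment. Signal: kinetic FluxOR fluorescence, 10 s baseline plus 110 s post-stimulus.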
RGS4 act – RGS4 potentiators or activators, primary screen, cell-based, HEK293 M3R inducible RGS4, calcium flux. carbachol calcium flux Fluo4; active compounds read low. B-score at 10 µM. actives 0.92% (n = 310,000);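 active = B-score of the integrated calcium signal more than 4 SD below the library mean, with starting fluorescence not abnormally high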;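 note: negative B-score means reduced calcium response which marks RGS4 activation or potentiation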
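Test system: HEK293 cells with stable M3R and inducible RGS4; also added: carbachol at ECmax as muscarinic agonist stimulus; schedule: dye loading 30 min 37 °C, buffer rest 30 min RT; technique: kinetic calcium fluorescence imaging with Fluo4-AM dye, 2 µM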
KCNK3 block – human KCNK3 channel inhibitors, primary screen, CHO cells, FluxOR thallium flux, B-score | Potassium channel subfamily K member 3 (Homo sapiens), O14649 | FluxOR fluorescence; active compounds read low | B-score at 10 µM | actives 0.84% (n = 340,000);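 active = B-score under library mean minus 4 SD, starting fluorescence ratio at most library mean plus 5 SD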;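 note: more negative B-score means stronger inhibition of thallium flux through KCNK3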
Target sequence (O14649 whole entry, looked up): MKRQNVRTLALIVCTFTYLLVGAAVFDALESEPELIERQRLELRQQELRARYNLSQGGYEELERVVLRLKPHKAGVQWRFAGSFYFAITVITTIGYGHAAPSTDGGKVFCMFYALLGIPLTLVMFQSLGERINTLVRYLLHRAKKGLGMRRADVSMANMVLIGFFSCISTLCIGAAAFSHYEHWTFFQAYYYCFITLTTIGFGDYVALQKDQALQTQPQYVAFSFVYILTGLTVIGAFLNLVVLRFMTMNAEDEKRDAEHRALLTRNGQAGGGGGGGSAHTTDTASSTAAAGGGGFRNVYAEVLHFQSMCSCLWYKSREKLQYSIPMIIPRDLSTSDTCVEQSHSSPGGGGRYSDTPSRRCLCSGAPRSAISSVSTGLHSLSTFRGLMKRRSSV
PolyA inh – polyadenylation inhibitors in yeast reporter cells, primary screen, luminescence, S. cerevisiae | S. cerevisiae SKY197-pL101 polyadenylation reporter, beta-gal luminescence; efflux-impaired pdr1/pdr3 knockout yeast; score 100 = 6 SD above DMSO | calls only at 12 µM | actives 0.02% (n = 300,000) | AID 1875, 2009;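 active = lowest replicate activity score at least 50, where 100 means six control SD above control mean; inconclusive = lowest score under 50 but half or more replicates reach 50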;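 note: yeast exposed to compound for 9 h at 30 °C; higher score means more reporter readthrough which indicates perturbed polyadenylation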
* hit, by the source's call. Some of the compounds tested; rates above refer to the full screens.

O=C(CSc1nnc(CNC(=O)c2ccccc2F)o1)Nc1ccc2c(c1)OCCO2 was read as HDAC3 inh 1, KCNK9 inh inactive, GSK3A inh -1, Dyrk1A ADPGlo 4, GSK3B inh 1, KCNQ1 inh inactive, hERG protect -9, KCNQ1 pot inactive, RGS4 act inactive, KCNK3 block inactive and PolyA inh inactive.
Screening Cc1cc(Nc2ccc(F)c(Cl)c2)n2nc(C)nc2n1 returned HDAC3 inh 5, KCNK9 inh inactive, Dyrk1A ADPGlo 13, GSK3B inh 3, KCNQ1 inh inactive, hERG protect -4, KCNQ1 pot inactive, RGS4 act inactive, KCNK3 block inactive and PolyA inh inactive.
For CCCc1cc(N2CCCC(C(=O)NCC)C2)n2ncnc2n1 (centres undefined) the results were HDAC3 inh -1, KCNK9 inh inactive, GSK3A inh 1, Dyrk1A ADPGlo -16, GSK3B inh 0, KCNQ1 inh inactive, hERG protect -8, KCNQ1 pot inactive, RGS4 act inactive, KCNK3 block inactive and PolyA inh inactive.
`CCc1cccc(C)c1NC(=O)C1CCN(C(=O)c2ccc([N+](=O)[O-])cc2)CC1` gave HDAC3 inh 5, KCNK9 inh inactive, GSK3A inh -5, Dyrk1A ADPGlo 38, GSK3B inh -2, KCNQ1 inh inactive, hERG protect -6, KCNQ1 pot inactive, RGS4 act inactive, KCNK3 block inactive and PolyA inh inactive.
For COc1cccc(CNC(=O)C2CCN(S(=O)(=O)N3CCCCC3)CC2)c1 the results were HDAC3 inh 20, KCNK9 inh inactive, GSK3A inh -1, Dyrk1A ADPGlo -3, GSK3B inh 1, KCNQ1 inh inactive, hERG protect -5, KCNQ1 pot inactive, RGS4 act inactive, KCNK3 block inactive and PolyA inh inactive.
For Cc1cc(NC(=O)COC(=O)C2CCN(S(=O)(=O)c3c(Cl)cccc3Cl)CC2)no1 the results were HDAC3 inh 3, KCNK9 inh inactive, GSK3A inh -1, Dyrk1A ADPGlo 0, GSK3B inh 2, KCNQ1 inh inactive, hERG protect -13, KCNQ1 pot inactive, RGS4 act inactive, KCNK3 block inactive and PolyA inh inactive.
`CC(C)CC1(C)NC(=O)N(CCN2C(=O)c3ccccc3C2=O)C1=O` (centres undefined) gave HDAC3 inh 0, KCNK9 inh inactive, GSK3A inh 1, Dyrk1A ADPGlo 1, GSK3B inh 4, KCNQ1 inh inactive, hERG protect -10, KCNQ1 pot inactive, RGS4 act inactive, KCNK3 block inactive and PolyA inh inactive.
Screening O=C(NCC1CCCO1)c1ccc2c3n(nc2c1)-c1ccccc1CO3 (centres undefined) returned HDAC3 inh -4, KCNK9 inh inactive, GSK3A inh 5, Dyrk1A ADPGlo 12, GSK3B inh -7, KCNQ1 inh inactive, hERG protect 3, KCNQ1 pot inactive, RGS4 act inactive, KCNK3 block inactive and PolyA inh inactive.
For COCCCNC(=O)c1ccc(CS(=O)(=O)c2ccc(Br)cc2)o1 the results were HDAC3 inh 7, KCNK9 inh inactive, GSK3A inh -3, Dyrk1A ADPGlo -4, GSK3B inh 0, KCNQ1 inh inactive, hERG protect -9, KCNQ1 pot inactive, RGS4 act inactive, KCNK3 block inactive and PolyA inh inactive.
O=C1NC(=O)/C(=C/c2ccc(OS(=O)(=O)c3ccc(F)cc3F)cc2)N1 was read as HDAC3 inh 13, KCNK9 inh inactive, GSK3A inh 5, Dyrk1A ADPGlo 14, GSK3B inh 2, KCNQ1 inh inactive, hERG protect -8, KCNQ1 pot inactive, RGS4 act inactive, KCNK3 block inactive and PolyA inh inactive.
For Cc1cccn2c(=O)c3cc(C(=O)N4CCOCC4)n(C)c3nc12 the results were HDAC3 inh 1, KCNK9 inh inactive, GSK3A inh -1, Dyrk1A ADPGlo -2, GSK3B inh 0, KCNQ1 inh inactive, hERG protect -8, KCNQ1 pot inactive, RGS4 act inactive, KCNK3 block inactive and PolyA inh inactive.
For O=S(=O)(Nc1ncccn1)c1ccc(NS(=O)(=O)c2cc(Cl)ccc2Cl)cc1 the results were HDAC3 inh 4, KCNK9 inh inactive, GSK3A inh -1, Dyrk1A ADPGlo -5, GSK3B inh 4, KCNQ1 inh inactive, hERG protect -6, KCNQ1 pot inactive, RGS4 act inactive, KCNK3 block inactive and PolyA inh inactive.
Screening COP1(=O)C=C[C@H](N(Cc2ccccc2)S(=O)(=O)c2ccccc2[N+](=O)[O-])[C@@H](C)O1 (some centres undefined) returned HDAC3 inh -3, KCNK9 inh inactive, GSK3A inh -3, Dyrk1A ADPGlo -1, GSK3B inh 0, KCNQ1 inh inactive, hERG protect -7, KCNQ1 pot inactive, RGS4 act inactive, KCNK3 block inactive and PolyA inh inactive.
Screening CCn1cc(C(=O)N2CC(C)CC(C)C2)c(=O)c2cc(S(=O)(=O)N(C)C)ccc21 (centres undefined) returned HDAC3 inh -8, KCNK9 inh inactive, Dyrk1A ADPGlo 10, GSK3B inh 2, KCNQ1 inh inactive, hERG protect -12, KCNQ1 pot inactive, RGS4 act inactive and KCNK3 block inactive.
For CCOC(=O)c1sc(NC(=O)CSc2nc(C)cc(C(F)(F)F)n2)c(C#N)c1C the results were HDAC3 inh 2, KCNK9 inh inactive, GSK3A inh -42, Dyrk1A ADPGlo 4, GSK3B inh 4, KCNQ1 inh inactive, hERG protect -14, KCNQ1 pot inactive, RGS4 act inactive, KCNK3 block inactive and PolyA inh inactive.
Screening COc1ccc(OCc2cc(C(=O)NCC(C)(C)N3CCOCC3)no2)c(Cl)c1 returned HDAC3 inh -9, KCNK9 inh inactive, GSK3A inh 0, Dyrk1A ADPGlo -7, GSK3B inh 3, KCNQ1 inh inactive, hERG protect -10, KCNQ1 pot inactive, RGS4 act inactive, KCNK3 block inactive and PolyA inh inactive.
`CC1(C)Cc2c(sc3ncn(N)c(=N)c23)CO1` gave HDAC3 inh 2, KCNK9 inh inactive, GSK3A inh 22, Dyrk1A ADPGlo 4, GSK3B inh -1, KCNQ1 inh inactive, hERG protect -4, KCNQ1 pot inactive, RGS4 act inactive, KCNK3 block inactive and PolyA inh inactive.
For COCCN(C(=O)c1ccccc1F)c1c(N)n(Cc2ccccc2)c(=O)[nH]c1=O the results were HDAC3 inh 11, KCNK9 inh inactive, GSK3A inh -1, Dyrk1A ADPGlo -2, GSK3B inh -1, KCNQ1 inh inactive, hERG protect -10, KCNQ1 pot inactive, RGS4 act inactive, KCNK3 block inactive and PolyA inh inactive.
Screening Nc1cc(C(F)(F)F)ccc1NCCc1ccccn1 returned HDAC3 inh 2, KCNK9 inh inactive, GSK3A inh 2, Dyrk1A ADPGlo 0, GSK3B inh 8, KCNQ1 inh inactive, hERG protect -8, KCNQ1 pot inactive, RGS4 act inactive, KCNK3 block inactive and PolyA inh inactive.
CCOc1ccccc1NC(=O)c1cccc(NC(=O)C(C)C)c1 was read as HDAC3 inh -3, KCNK9 inh inactive, GSK3A inh -1, Dyrk1A ADPGlo 6, GSK3B inh -3, KCNQ1 inh inactive, hERG protect -17, KCNQ1 pot inactive, RGS4 act inactive, KCNK3 block inactive and PolyA inh inactive.
Cc1nccn1-c1c([N+](=O)[O-])c(=O)n(C)c2ccccc12 was read as HDAC3 inh 0, KCNK9 inh inactive, GSK3A inh -1, Dyrk1A ADPGlo 3, GSK3B inh -1, KCNQ1 inh inactive, hERG protect -9, KCNQ1 pot inactive, RGS4 act inactive, KCNK3 block inactive and PolyA inh inactive.
`CC(=O)Nc1ccc(S(=O)(=O)Nc2ccc3c(c2)CCC3)cc1` gave HDAC3 inh inconclusive, KCNK9 inh inactive, GSK3A inh -2, Dyrk1A ADPGlo 6, GSK3B inh 2, KCNQ1 inh inactive, hERG protect -2, KCNQ1 pot inactive, RGS4 act inactive, KCNK3 block inactive and PolyA inh inactive.
Screening COc1ccc(C(=O)NC(=S)N2CCCCC2c2cccnc2)cc1OC (centres undefined) returned HDAC3 inh 5, KCNK9 inh inactive, GSK3A inh -1, Dyrk1A ADPGlo 13, GSK3B inh -1, KCNQ1 inh inactive, hERG protect -6, KCNQ1 pot inactive, RGS4 act inactive, KCNK3 block inactive and PolyA inh inactive.
COC(=O)c1ccc(Cn2c(CN3CCOCC3)nc3ccccc3c2=O)o1 was read as HDAC3 inh 1, KCNK9 inh inactive, GSK3A inh -2, Dyrk1A ADPGlo -1, GSK3B inh -4, KCNQ1 inh inactive, hERG protect -7, KCNQ1 pot inactive, RGS4 act inactive, KCNK3 block inactive and PolyA inh inactive.
Screening Cc1cccc(-n2c(SCC(=O)N3CCCC3)nnc2-c2ccccn2)c1C returned HDAC3 inh -5, KCNK9 inh inactive, GSK3A inh 2, Dyrk1A ADPGlo -3, GSK3B inh 2, KCNQ1 inh inactive, hERG protect -5, KCNQ1 pot inactive, RGS4 act inactive, KCNK3 block inactive and PolyA inh inactive.
`Cc1nc(N)nc(N/N=C/c2ccccc2)n1` gave HDAC3 inh 9, KCNK9 inh inactive, GSK3A inh -1, Dyrk1A ADPGlo 5, GSK3B inh 1, KCNQ1 inh inactive, hERG protect -8, KCNQ1 pot inactive, RGS4 act inactive, KCNK3 block inactive and PolyA inh inactive.
